Source: PubChem BioAssay (National Center for Advancing Translational Sciences (NCATS))
POLH inh: DNA polymerase eta (human) inhibition; Q9Y253; recombinant Pol eta, fluorescent DNA replication assay; Potency, µM (top dose mostly 114 µM), for inactives: at the highest dose activity change, negative = inhibition, most hits filed as inhibitors; 390,000 tested, 1.2% active; AID 588591; also: potency is read from the fitted curve at half-maximal effect; % is scaled to controls: 0 for no effect and ±100 for the full control effect
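Pol eta (10 nM) was preincubated with compounds for 15 min at room temperature, after which fluorescent replication substrate (50 nM final) was added to start the reaction. Fluorescence was read kinetically at 0 and 10 min.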
APEX1 inh: inhibitors of human APE1 endonuclease | recombinant APE1, TAMRA/BHQ-2 abasic DNA cleavage fluorescence | Potency, µM (series often up to 65.8 µM), for the others: at the highest dose activity change, negative = inhibition, hits mostly inhibitors | 350,000 tested, 0.35% active;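 also: potency is read from the fitted curve at half-maximal effect; plate controls were vehicle for no effect and reference inhibitor for full effect; nearly all actives have a fitted effect of over 55% in size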
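APE1 at 0.75 nM final was preincubated with compound 15 min at room temperature, then 50 nM double-stranded THF abasic-site substrate (5'-TAMRA/3'-BHQ-2) was added. Fluorescence (ex 525/em 598 nm) was read kinetically; third-minus-first read gave activity.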
GRP78 ERSR act: ER stress response induction in glioma | U87-MG GRP78 promoter luciferase reporter, 16 h | Potency, µM, without a hit: top-dose activation, most hits filed as activators | 420,000 tested, 0.02% active | AID 602332; also: potency is read from the fitted curve at half-maximal effect; series mostly up to about 76 µM; % of control where 0% means no effect; nearly all actives have a fitted effect of over 35% in size
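Stably transfected U87-MG human glioma cells carrying a GRP78-based luminescent sensor were seeded at 1000 cells/well, pin-dosed with compounds and incubated 16 h. Luciferase reagent was then added, and end-point luminescence was read after 10 min at room temperature.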
POLB inh: DNA polymerase beta (human) inhibition. P06746. Pol beta primer extension/strand displacement, fluorescence kinetic. Potency, µM (top dose mostly 114 µM), for inactives: at the top dose activity change, negative = inhibition, most hits filed as inhibitors. 340,000 tested, 1.3% active. AID 485314; also: potency is read from the fitted curve at half-maximal effect; % is scaled to controls: 0 for no effect and ±100 for the full control effect
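10 nM enzyme + cpd, 15 min RT; start with substrate 50 nM final; read 0 min and after 10 min RT. Corrected, normalized data; 4-parameter Hill curve fit.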
BLM helicase inh: Bloom syndrome helicase (human) inhibition; P54132; recombinant BLM DNA unwinding, fluorescence dequenching; Potency, µM (top dose mostly 56.1 µM), without a hit: at the highest dose activity change, negative = inhibition, most hits filed as inhibitors; 350,000 tested, 0.2% active;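 also: potency is read from the fitted curve at half-maximal effect; plate controls were vehicle for no effect and no enzyme for full effect; nearly all actives have a fitted effect of over 35% in size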
Target sequence (P54132 whole entry, looked up): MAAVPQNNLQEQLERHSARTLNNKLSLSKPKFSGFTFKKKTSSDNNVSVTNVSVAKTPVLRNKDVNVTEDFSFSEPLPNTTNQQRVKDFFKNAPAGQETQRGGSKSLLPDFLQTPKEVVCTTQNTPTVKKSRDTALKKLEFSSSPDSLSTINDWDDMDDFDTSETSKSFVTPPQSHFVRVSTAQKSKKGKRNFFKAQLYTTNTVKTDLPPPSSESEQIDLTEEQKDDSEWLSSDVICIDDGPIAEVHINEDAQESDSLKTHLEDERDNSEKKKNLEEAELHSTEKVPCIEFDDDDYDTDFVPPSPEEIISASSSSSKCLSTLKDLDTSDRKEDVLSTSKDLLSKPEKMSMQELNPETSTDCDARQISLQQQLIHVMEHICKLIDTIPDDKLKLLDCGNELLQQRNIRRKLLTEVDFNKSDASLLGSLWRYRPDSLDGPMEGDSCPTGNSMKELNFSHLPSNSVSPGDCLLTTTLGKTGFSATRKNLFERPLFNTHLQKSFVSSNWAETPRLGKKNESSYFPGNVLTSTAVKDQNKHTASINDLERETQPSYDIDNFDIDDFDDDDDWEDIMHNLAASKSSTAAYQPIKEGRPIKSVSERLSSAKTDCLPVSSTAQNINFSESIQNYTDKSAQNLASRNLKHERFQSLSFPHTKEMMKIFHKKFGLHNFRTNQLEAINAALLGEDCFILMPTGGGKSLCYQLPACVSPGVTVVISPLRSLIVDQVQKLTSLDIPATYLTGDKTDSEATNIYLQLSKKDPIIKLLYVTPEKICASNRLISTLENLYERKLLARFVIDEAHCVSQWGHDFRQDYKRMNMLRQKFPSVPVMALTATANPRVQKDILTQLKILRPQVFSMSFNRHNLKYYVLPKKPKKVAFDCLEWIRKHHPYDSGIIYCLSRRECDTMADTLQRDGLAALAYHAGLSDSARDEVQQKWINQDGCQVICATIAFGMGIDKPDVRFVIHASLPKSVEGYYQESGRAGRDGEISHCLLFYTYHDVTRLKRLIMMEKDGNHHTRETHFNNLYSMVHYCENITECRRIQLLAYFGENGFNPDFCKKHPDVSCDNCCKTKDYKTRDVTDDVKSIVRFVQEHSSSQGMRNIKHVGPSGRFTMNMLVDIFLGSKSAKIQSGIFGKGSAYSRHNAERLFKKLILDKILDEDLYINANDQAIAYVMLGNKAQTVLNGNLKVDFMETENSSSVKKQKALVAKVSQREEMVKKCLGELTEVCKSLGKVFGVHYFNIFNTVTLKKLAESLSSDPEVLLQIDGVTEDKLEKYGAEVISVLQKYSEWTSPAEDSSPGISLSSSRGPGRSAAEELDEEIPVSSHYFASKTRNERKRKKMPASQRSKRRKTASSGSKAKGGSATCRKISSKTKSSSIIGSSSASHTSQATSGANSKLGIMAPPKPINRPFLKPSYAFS
POLI inh: inhibitors of human DNA polymerase iota. Q9UNA4. Pol iota fluorescent replication assay, 10 min. Potency, µM (titrated, usually from 115 µM), for inactives: at the top dose activity, negative = inhibition, usual class: inhibitors. 390,000 tested, 1% active. AID 588590; also: potency is read from the fitted curve at half-maximal effect
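Pol iota at 10 nM preincubated 15 min with compounds at room temperature; reaction started with fluorescent substrate, 50 nM final. Fluorescence read kinetically at 0 and 10 min; buffer-only wells as negative control.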
LDHA block: inhibitors of human lactate dehydrogenase A; AID 1347041; purified LDHA, NADH/diaphorase-resazurin fluorescence; stronger effect = lower value; P00338; 480,000 tested, 0.15% active; activity change, % (values are at about 110 or 230 µM); in the data active = activity change below about -30%; inconclusive = mostly about -25% to -30%;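 also: plate controls were DMSO wells for no effect and wells without enzyme for full effect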
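Human LDH5 at 2 nM final in Tris HCl pH 7.4 with 0.06 mM NADH and 0.2 mM pyruvate, reacted 5 minutes at room temperature. Remaining NADH coupled via diaphorase/resazurin; resorufin fluorescence read at 0 and 20 minutes, normalized to enzyme-free and DMSO wells.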
POLK inh: DNA polymerase kappa (human) inhibition. Q9UBT6. purified Pol kappa, fluorescent DNA synthesis assay, 10 min. Potency, µM (doses to about 107 µM), for inactives: at the top dose activity, negative = inhibition, actives largely listed as inhibitors. 400,000 tested, 0.53% active. AID 588579; also: potency is read from the fitted curve at half-maximal effect; % is scaled to controls: 0 for no effect and ±100 for the full control effect
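Inhibition of 10 nM Pol kappa is measured by a fluorescent read-out at 0 and 10 min following addition of 50 nM substrate (final), with a 15-min room-temperature compound preincubation.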
Anesthetic bind: candidate novel general anesthetic via apoferritin binding. 350,000 tested, 0.074% active. Potency, µM (doses to about 77.5 µM), without a hit: top-dose activity change, negative = displacement, most hits filed as inhibitors. AID 485281. apoferritin/1-aminoanthracene competitive binding, fluorescence. P02791; also: potency is read from the fitted curve at half-maximal effect; % is scaled to controls: 0 for no effect and ±100 for the full control effect; nearly all actives have a fitted effect of over 20% in size
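Horse-spleen apoferritin (10 uM) was mixed with 50% saturated 1-aminoanthracene in PBS, exposed to compounds for 10 min at room temperature, and read for fluorescence (ex 380 nm, em 535 nm). Competitive displacement was fitted with a four-parameter Hill equation.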
* marks the source's active call; other numbers are inactive results; ? = inconclusive; · = not tested or not shown; & = joins results of further samples; [ ] = dose if it differs, or a comment. Unless noted, calls follow the shape of the dose curve; as a rule, active = well fitted curve in the direction sought with a large enough effect; inconclusive = small, poorly fitted or top-dose-only effect, or another doubt; inactive = no such curve, though single readings can be large; an effect the other way counts as inactive or inconclusive.

Each structure is followed by: POLH inh	APEX1 inh	GRP78 ERSR act	POLB inh	BLM helicase inh	POLI inh	LDHA block	POLK inh	Anesthetic bind
> N/C(=N\OS(=O)(=O)c1cccc([N+](=O)[O-])c1)c1ccncc1
 : -17.5%	6.5%	0.8%	15.8%	-0.4%	77.3%[activator]	-0.3	-3.0%	4.2%
> CC(=O)NCCc1c(Cc2ccccc2)[nH]c2ccccc12
 : ·	2.9%&-3.6%	-2.1%&0.7%	·	3.2%	·	·	7.2%&-4.4%[19.4 µM]	-2.6%
> COc1ccc(OC)c(C2C3=C(N=C4SCC(=O)N42)c2ccccc2CC3)c1 (stereo unspecified)
 : -14.5%	1.2%	1.2%	-22.9%	-5.8%	?	15.7	0.5%	?
> CN(C(=O)COC(=O)CSc1cc(Cl)ccc1Cl)c1c(N)n(Cc2ccccc2)c(=O)[nH]c1=O
 : -14.8%	44.2%	-4.3%	·	·	17.6%	-14.0	-4.7%	·
> O=C(O)c1cccnc1SCc1ccc([N+](=O)[O-])cc1
 : -9.7%	27.5%	3.8%	24.2%	-4.4%	9.5%	-2.1	9.3%	-8.3%
> Cc1cc(C)n(C(=O)Cn2nc(C)c(Br)c2C)n1
 : -2.5%	-7.9%	-4.0%	11.8%	-3.3%	81.3%[activator]	3.5	-3.2%	?
> Oc1cccc(C(O)CNCc2ccc(OCc3ccc(Cl)cc3Cl)cc2)c1 (stereo unspecified)
 : -11.9%	13.7%	-0.2%	1.9%	-2.9%	21.8%	-3.1	-15.6%	?
> Cc1ccccc1-c1noc(CSc2nnc(-c3ccncc3)n2-c2ccc(F)cc2)n1
 : -19.5%	·	-2.6%	-7.8%	1.5%	33.9%[activator]	-4.3	-7.2%[60.1 µM]	?
> Nc1nc(-c2ccccc2)cn1/N=C/c1ccccc1
 : -16.0%	?	3.2%	17.8%	-1.0%	31.3%[activator]	-8.2	-14.3%	-9.1%
> Cc1ccccc1CSc1ccc(-c2ccc3c(c2)OCO3)nn1
 : -16.1%	1.0%	2.3%	-0.4%	-6.0%	1.2%	-2.9	-13.1%	-14.6%
> COc1ccc(C(=O)CSc2nc3ccccc3n2CC(=O)NC(C)(C)C)cc1
 : 11.0%	1.3%	-1.9%	5.0%	1.5%	1.2%	-0.5	-5.1%	-20.1%
> NCCCC[C@H]1CNC(=O)C(=O)N1CCC12CC3CC(CC(C3)C1)C2
 : -14.9%	2.9%	-4.1%	25.3%	-1.1%	14.5%	-6.1	0.9%	2.4%
> O=C(Oc1ccc(-c2cn3c(n2)SCC3)cc1)c1ccccc1
 : -8.1%	11.5%	0.7%	8.0%	-15.3%	?	-4.2	1.0%	6.7%
> CC1=C(C(N)=O)C(c2ccc(Cl)cc2)NC(=O)N1 (stereo unspecified)
 : -9.9%	-2.8%	-2.8%	-26.5%	2.2%	3.9%	-3.0	-1.0%	-8.0%
> O=C(Nc1cc2c(cc1Cl)-c1ccc([N+](=O)[O-])cc1C2=NO)C(F)(F)F
 : -8.4%	·	-11.6%	·	·	1.1%	-3.5	-20.8%	·
> C/C(=N\NC(=O)c1ccc2ccccc2c1)c1cccs1
 : -8.6%	19.3%	-3.8%	4.0%	0.9%	18.2%	0.2	-2.8%	-16.1%
> Cn1cc(Cl)c(C(=O)NNC(=S)NC2CCCCC2)n1
 : -21.4%	-0.3%	1.7%	27.0%	2.5%	11.0%	-5.0	-16.2%	-11.5%
> CNC(=S)NNC(=O)c1ccc(=O)n(Cc2ccc(Cl)cc2Cl)c1
 : -2.4%	-2.4%	-4.3%	-13.9%	-4.0%	?	-9.5	-8.1%	-9.2%
> Cc1cccc(Cn2c(=O)n3nc(-c4ccccc4)nc3c3ccccc32)c1
 : -17.6%	·	-0.2%	0.2%	-8.0%	13.8%	-0.1	-13.2%	-12.6%
> CCn1cc(CNC(=O)C2CCC(=O)N(Cc3ccc(Cl)cc3)C2)cn1 (stereo unspecified)
 : -0.2%	0.2%	-4.4%	55.1%	-0.2%	-12.0%	-6.3	-2.1%	-2.7%
> O=C(CCNS(=O)(=O)c1ccc2nsnc2c1)N1CCN(c2ccncc2)CC1
 : -14.9%	0.8%	-1.6%	·	·	10.7%	4.8	18.6%	·
> O=C(c1cc(Br)c(Br)s1)N1CCOCC1
 : -12.0%	17.9%	-4.6%	·	·	29.1%	-5.0	-3.1%	·
> Cc1ccc(NC(=O)C2CCCCC2C(=O)O)cc1Cl (stereo unspecified)
 : -3.1%	14.7%	-2.1%	6.0%	2.5%	?	-2.5	8.2%	?
> C=CCn1nnnc1SCC(=O)Nc1ccccc1C(=O)OC
 : -18.0%	1.8%	-2.9%	17.9%	-0.7%	15.8%	-4.7	-10.4%	-8.3%
> O=C(NCc1cccs1)C1CCN(S(=O)(=O)c2ccc3c(c2)OCCO3)CC1
 : -4.8%	-0.4%	-1.9%	7.3%	-2.9%	29.7%	-11.3	-24.3%	-11.5%
> c1coc(CNc2nc(N3CCCCC3)nc3ccccc23)c1
 : 1.7%	3.0%	-11.3%	-3.4%	-11.4%	?	-3.9	-3.0%	4.7%
> Cc1cc(OCC(=O)Nc2nnc(C3CC3)s2)ccc1C(C)C
 : -22.8%	45.0%[activator]	-15.0%	·	·	13.6%	-8.2	-0.2%	·
> CN(C)CCNc1nc2c(c(=O)[nH]c(=O)n2C)n1CC(O)COc1ccc(Cl)cc1Cl (stereo unspecified)
 : -6.3%	0.0%	-1.3%	5.7%	6.8%	-7.8%	-1.0	1.7%	-12.7%
> COCCCNC(=O)c1ccc(Cn2c(=O)[nH]c3ccccc3c2=O)cc1
 : -8.2%	-5.5%	-4.1%	-22.5%	6.5%	85.9%[activator]	-2.9	-2.4%	-4.5%
> Cc1cccc(NC(=O)Cn2nnc3sc4c(c3c2=O)CC(C)(C)OC4)c1
 : -10.7%	2.6%	-5.8%	6.0%	-2.7%	180.5%[activator]	-0.2	-1.7%	-10.6%
> O=C(CCCCCNC(=O)c1ccccc1)N=Nc1c(O)[nH]c2c(Br)cc(Br)cc12
 : ·	7.4%	·	9.0%	-19.1%	·	·	·	-4.9%
> Cc1ccc(S(=O)(=O)N2[C@@H](c3cccc(Cl)c3)C(C(=O)O)=CC[C@H]2c2ccc(C(C)C)cc2)cc1
 : 89.1µM*	-11.2%	1.3%	·	·	?	-11.3	?	·
> CCc1nn(CCCC(=O)NCc2cc(Br)ccc2OC)c(=O)c2cc3occc3n12
 : -9.4%	1.8%	-4.2%	?	2.6%&0.7%	46.1%&2.0%	-3.4&4.4	-27.4%&3.9%	-11.4%&-16.0%
> O=C(NCC(c1ccco1)N1CCN(c2ccccc2)CC1)C(=O)NC1CCCC1 (stereo unspecified)
 : -11.1%	-5.1%	1.1%	·	·	130.9%[activator]	-11.4	-13.4%	·
> CC(=C\c1ccccc1)/C=C1/SC(=S)N(CCC(=O)Nc2ccccn2)C1=O
 : ·	-11.8%	·	1.2%	-3.7%	·	·	·	-9.2%
> COc1cc(NC(=S)N2CCN(S(=O)(=O)c3ccc(C)cc3)CC2)cc(OC)c1
 : -21.4%	7.7%	-3.8%	-22.9%	-5.3%	13.0%	2.5	-3.9%	-14.1%
> CC(C)CNC(=O)c1ccccc1N(Cc1ccccc1)S(C)(=O)=O
 : -7.8%	1.6%	-2.7%	13.0%	-3.1%	14.0%	0.3	3.5%	-1.9%
> Cc1ccc(NC(=O)c2cccc(NC(=O)N3CCSc4ncccc43)c2)cc1Cl
 : -8.6%	·	-1.5%	1.7%	0.1%	16.1%	-10.7	-2.3%	-6.6%
> CCOC(=O)C1(Cc2ccc(O)cc2)NC(c2ccccc2F)C2C(=O)N(C)C(=O)C21 (stereo unspecified)
 : -6.0%	-1.8%	-1.3%	14.0%	1.3%	-14.9%	-2.9	-12.6%	-8.6%
> COc1ccc(OCC(=O)Nc2cc(-c3nc4ccccc4o3)ccc2Cl)cc1
 : -13.1%	·	0.6%	11.3%	-3.5%	35.9%[activator]	1.5	8.7%	2.6%
> CCCCN(C)C(=O)c1cc2c(Cl)nc3ccccc3c2s1
 : -20.2%	-23.1%	6.5%	40.2%	0.4%	37.4%[activator]	-5.6	-1.8%	?
> O=S(=O)(c1ccccc1Br)N(CC(O)COCc1ccccc1)C1CC1 (stereo unspecified)
 : -16.2%	-1.1%	-0.5%	·	·	-25.3%	-12.7	-33.4%	·
> COc1ccc(-c2cc(C(=O)N3CCN(C(=O)c4ccccc4F)CC3)[nH]n2)cc1
 : 4.4%	-20.8%	-10.5%	1.1%	-0.9%	0.0%	-8.4	6.1%	-16.9%
> FC(F)(F)c1cc(Oc2ccc(Cl)cc2)ncc1-c1nnc(-c2ccc(Cl)cc2)o1
 : -20.4%	19.9%	-0.9%	0.7%	-3.7%	104.0%[activator]	1.8	4.7%	2.7%
> CC(C)(C)C1CCc2c(sc3nnn(CCOc4ccccc4)c(=O)c23)C1 (stereo unspecified)
 : ·	·	·	25.1µM*	-6.9%	-9.5%	-3.9	-10.1%	?
> CS(=O)(=O)N1CCN(Cc2ccc([N+](=O)[O-])cc2)CC1
 : -16.7%	-1.6%	-6.4%	3.5%	0.3%	12.3%	0.0	9.2%	-3.1%
> Cc1cc(=O)[nH]c(NN)n1
 : 28.7%	18.3%	-4.0%	35.3%	1.2%	?	0.2	-2.9%	0.0%

The list is partial, so the mix of outcomes need not match the whole.
